# Yfh1-depleted yeast – enhancers of respiration in Yfh1-depleted yeast, dose response, Friedreich's ataxia, plus single-dose screen (AID 1465) | one-dose fold induction at 50 µM; EC50 in µM for titrated hits | hit rate 0.074% among 220,000 | S. cerevisiae Yfh1-off respiration, WST-1 reduction, 72 h; higher fold induction means a stronger effect;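 active means fold induction of absorbance versus untreated yeast above a set limit, then at least 30% activation at any dose in follow-up; inconclusive means repeats straddling the limit, or above it without dose testing; inactive means fold induction below the set limit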;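 further: activators that raise dye reduction in frataxin-depleted yeast; strong numbers were not always called active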
# KOR beta-arrestin-1 – KOR agonists, beta-arrestin recruitment, primary screen, cell-based, luminescence, uHTS (AID 1777) | one-dose activation, % at 10 µM; EC50 in µM for titrated hits | hit rate 0.02% among 280,000 | KOR beta-arrestin recruitment, luminescence; higher % means a stronger effect | Kappa-type opioid receptor (Homo sapiens); in the data active means activation above about 50%, passing the limit was not always enough; further: a part of the inactive calls stands beside numbers as strong as those of hits
# KOR beta-arrestin-2 – KOR antagonists, beta-arrestin recruitment, cell-based, luminescence, uHTS (AID 1778); Kappa-type opioid receptor (Homo sapiens); KOR beta-arrestin recruitment, luminescence, antagonist mode; higher % means a stronger effect; one-dose inhibition, % at 10 µM; IC50 in µM for titrated hits; hit rate 0.091% among 290,000; further: strong numbers were not always called active
# AID2073 – inhibitors of Mint1-CaV2.2 protein interaction, biochemical, HTRF (AID 2073); inhibition, % at 20 µM, or IC50 in µM where a hit was titrated; hit rate 0.19% among 290,000; HTRF protein-protein interaction, Mint1-CaV2.2; higher % means a stronger effect; Voltage-dependent N-type calcium channel subunit alpha-1B (Homo sapiens); in the data active means inhibition mostly above about 51%, no sharp cut-off; inconclusive means no clear call, values can overlap the other calls; inactive means mostly below about 53%; further: some results filed as inactive read as strong as hits
# HEK293 NOD2/NF-kB – NOD2 signaling inhibitors, cell-based, luminescence, uHTS, HEK293 (AID 1566); HEK293 NOD2/NF-kB luciferase reporter, luminescence; higher % means a stronger effect; one-dose inhibition, % at 4 µM; EC50 in µM for titrated hits; hit rate 0.63% among 290,000; further: many of its hits are not listed in these tables
# HIV fusion peptide – inhibitors of HIV fusion peptide binding, primary screen, biochemical, uHTS, fluorescence dequenching (AID 1986). cell-free peptide binding, fluorescence dequenching, 30 min; higher % means a stronger effect. inhibition, % at 20 µM; hits with a dose series show IC50 in µM. hit rate 0.3% among 290,000; in the data active means inhibition mostly above about 52%, no sharp cut-off; inactive means mostly below about 76%; further: some results filed as inactive read as strong as hits
# NOD1 inhibition – NOD1 signaling inhibitors, primary screen, cell-based, luminescence, uHTS (AID 1578); hit rate 1% among 290,000; inhibition, % at 4 µM; hits with a dose series show EC50 in µM; NOD1-driven NF-kB luciferase reporter cells, luminescence; higher % means a stronger effect; in the data active means inhibition mostly above about 36%, no sharp cut-off; inactive means mostly below about 34%;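 further: HEK-293T reporter cells stimulated with the NOD1 agonist gamma-tri-DAP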
# West Nile virus CPE – West Nile virus antiviral activity, cell-based, CPE readout (AID 1621); West Nile virus-infected cells, CPE inhibition; higher % means a stronger effect; one-dose CPE inhibition, % at 10 µM; IC50 in µM for titrated hits; hit rate 0.02% among 290,000; in the data active means a potency from the dose series; inconclusive means CPE inhibition mostly from about 3.7% at the one dose, without a potency; inactive means the rest, 99 in 100 with CPE inhibition below about 2.2%; further: strong numbers were not always called active
# Dengue-2 NS5 capping – Dengue-2 NS5 methyltransferase inhibitors, primary screen, biochemical, confirmation dose response (AID 588689). Dengue-2 NS5 methyltransferase capping enzyme assay, biochemical; higher % means a stronger effect. inhibition, % at 25 µM; hits with a dose series show IC50 in µM. hit rate 0.3% among 340,000; in the data active means a potency from the dose series; inconclusive means inhibition above about 29% without an active follow-up result
# Dengue-2 NS5 capping pilot replicate – second read-out of Dengue-2 NS5 capping, no call of its own (marks repeat the call); inhibition, %; measured here: pilot screen replicate inhibition
# Active calls of the source: *; i = inactive; u = inconclusive; x = no result given; [ ] = another dose, or the depositor's remark. Unless noted, no stated cut-off is given here; in the data, active means inhibition above about 50%; inactive means the rest. These rows are one share of the data, so the mix of outcomes need not match the whole.
SMILES,Yfh1-depleted yeast,KOR beta-arrestin-1,KOR beta-arrestin-2,AID2073,HEK293 NOD2/NF-kB,HIV fusion peptide,NOD1 inhibition,West Nile virus CPE,Dengue-2 NS5 capping,others
Cc1ccc(S(=O)(=O)N2CCN(CCc3ccccc3)CC2)c(C)c1,x,-2.5%,-4%,-5%,36%,4.7%,-2%,-1.6%,5%,
COc1ccc(-c2nsc(SCC(=O)Nc3ccc4c(c3)OCO4)n2)cc1,i,12%,-50%,-6%,-40%,-1.0%,3%,-0.7%,-12%,
CC1CC(C)CN(S(=O)(=O)N2CCCC(C(=O)NC(C)c3ccccc3)C2)C1 (configuration not stated),x,-3.2%,-20%,5%,22%,-1.5%,-2%,-0.1%,-3%,
CN1C(=O)/C(=C2\SC(=S)N(CC3CCCO3)C2=O)c2ccccc21 (configuration not stated),i,-4.1%,-4%,-8%,4%,-0.8%,-9%,-0.1%,x,
Cc1c(C#N)c(N)nc(Cl)c1C#N,i,12%,-42%,5%,25%,0.4%,16%,-0.3%,3%,
CN(C)C(=S)Oc1ccccc1-c1ccccc1OC(=S)N(C)C,x,-2.3%,-25%[20 µM],6%,10%,-0.7%,-3%,-0.6%,-3%,
CC(C)[C@H](NC(=O)NCCc1ccc(F)cc1)C(=O)O,i,0.1%,15%,-5%,-11%,-0.2%,-15%,0.3%,5%,
Cc1ccc(S(=O)(=O)N2CCN(C(=O)c3ccc(S(=O)(=O)N4CCCC4)cc3)CC2)cc1,x,-1.0%,-8%,5%,14%,-0.6%,-8%,-0.1%,-11%,
CC(C)OCCCn1c(SCC(=O)N2CCc3ccccc32)nc2ccccc2c1=O,i,26%,5%,8%,7%,-2.1%,-2%,-1.0%,-2%,
COc1ccccc1NC(=O)CCN1CC(C)OC(C)C1 (configuration not stated),i,-2.0%,-72%,1%,29%,-1.2%,17%,0.3%,2%,
COc1ccc(CNC(=O)C2CC=CCC2C(=O)O)cc1OC (configuration not stated),i,1.3%,-8%,-8%,-7%,-0.3%,-12%,0.1%,x,
O=[N+]([O-])c1ccc(Cl)c(C2Nc3cccc4cccc(c34)N2)c1,i,-0.5%,15%,-10%,12%,65%,14%,u,10%,
CCc1cccc(NC(=O)Cn2cc(C=O)c3ccccc32)c1,i,5.9%,-15%,6%,30%,2.3%,39%,0.1%,-2%,
COC(=O)c1cc(C(=O)Nc2nc3ccccc3[nH]2)cc([N+](=O)[O-])c1,x,4.0%,-40%,38%,-11%,0.2%,-64%,0.1%,-15%,
Cc1cc(NC(=O)CCC(=O)N(CC(=O)NCC2CCCO2)c2ccc3c(c2)OCCO3)no1 (configuration not stated),i,-6.8%,-1%,9%,2%,2.3%,-11%,1.2%,-1%,
CCCNC(=S)Nc1ccccc1,i,4.9%,-10%,22%,-24%,1.3%,-3%,1.1%,-2%,
CC1(c2nnc(-c3ccc(Cl)cc3)o2)CC(c2c(Cl)cccc2Cl)=NO1 (configuration not stated),i,1.1%,10%,4%,21%,-0.5%,-1%,-0.1%,-4%,
O=C(Oc1ccc(Cl)cc1)N1CCOCC1,x,2.6%,-49%[20 µM],12%,20%,-1.2%,-19%,-0.1%,-6%,
Cc1ccc(S(=O)(=O)Nc2ccc(S(=O)(=O)N3CCCC3)cc2)cc1,i,-3.5%,-38%,3%,2%,-0.2%,-7%,0.7%,-4%,
COc1ccc(-c2nnc(SCC(=O)N3CCCCC3)o2)c(OC)c1,i,-1.6%,-11%,8%,-16%,-0.7%,-33%,-0.2%,-3%,
Cc1cc(=O)oc2c3c4c(cc12)OCCN4CCC3,i,1.7%,-17%,8%,13%,5.2%,-23%,-0.2%,-37%,
Cc1ccccc1OCC(=O)Nn1c(COc2ccccc2)nc2ccccc2c1=O,i,1.7%,-45%,4%,-40%,1.4%,-47%,0.0%,11%,
O=C(O)CC1(CC(=O)N2CCOCC2)CCCC1,x,-3.0%,-11%,7%,4%,1.3%,-19%,-0.6%,2%,
O=C(Nc1ccc(Cl)cc1C(=O)Nc1ccc(Br)cn1)c1ccco1,i,5.9%,-8%,18%,-16%,3.0%,-5%,-0.2%,-1%,
Cc1ccc2c(Cl)cc(Cl)c(OCC(=O)NCc3ccco3)c2n1,x,x,-22%,57%*,9%,7.5%,101%*,x,x,
C=CCCC(=O)N1CCC(Oc2cccc(C(=O)NCc3ccccn3)c2)CC1,x,-1.4%,22%,9%,7%,-0.9%,-19%,-0.8%,-9%,
O=C(N/N=C/c1c[nH]c2ccccc12)c1ccncc1,i,3.3%,-20%,2%,-26%,-0.6%,-19%,0.4%,-7%,
O=C(NC1CCCN(Cc2ccc(Cl)cc2)C1)c1c(F)ccc(F)c1F (configuration not stated),x,-0.5%,-5%,11%,20%,1.5%,1%,-1.3%,14%,
CN(C)c1ccc(C(=O)NCCCSc2ccccc2)cc1,x,8.4%,-13%,13%,-47%,-0.1%,-12%,1.0%,-1%,
COC(=O)c1cc(C)[nH]c2c(C)cc3nc4ccccc4c3c12,i,1.5%,-29%,51%,6%,3.6%,7%,-0.9%,-3%,
Cc1c(NC(=O)CSc2ccc(Cl)cc2)c(=O)n(-c2ccccc2)n1C,i,-1.4%,6%,0%,25%,-0.6%,-11%,-0.2%,-9%,
CC1CCc2sc(NC(=O)C3CC(Cl)=CCC3C(=O)O)c(C#N)c2C1 (configuration not stated),i,-8.3%,-59%[20 µM],6%,16%,32%,-7%,-0.2%,x,
O=C(N/N=C/c1ccc(Cl)cc1)c1ccc2c(c1)OCO2,x,5.1%,-11%,29%,-77%,-0.7%,-7%,1.1%,-7%,
CCS(=O)(=O)n1nc(-c2ccccc2)nc1N,i,-2.8%,4%,5%,6%,1.4%,-14%,-0.4%,-6%,
Cc1ccc(-c2cc(-c3ccccc3)c(C#N)c(Br)n2)cc1,i,-0.7%,-1%,2%,10%,0.7%,-19%,0.9%,-2%,
O=C(O)CC1SC(=O)N(Cc2ccccc2)C1=O (configuration not stated),i,4.3%,9%,-6%,12%,7.0%,-24%,2.3%,1%,
Cc1ccccc1C(=O)c1cccn1CC(=O)NCc1ccccc1Cl,x,-1.6%,-33%,0%,-32%,1.8%,-11%,-0.6%,0%,
Cn1cc(-c2nnnn2-c2ccccc2)c(=O)c2ccccc21,i,4.8%,-20%,24%,-8%,-2.1%,5%,1.3%,-10%,
CCNC(=O)C/C(C)=N/NC(=O)C12CC3CC(CC(C3)C1)C2,x,0.2%,24%,-3%,22%,-0.9%,20%,0.4%,1%,
O=C(O)CCc1ccc(-c2ccccc2)n1NC(=O)c1sc2ccccc2c1Cl,i,11%,-85%,31%,-8%,2.0%,-28%,-0.5%,13%,
COc1ccc(C2CC(=O)CC(=O)C2n2cncn2)cc1 (configuration not stated),i,8.4%,-29%,-4%,-9%,-3.0%,x,-0.1%,-1%,Dengue-2 NS5 capping pilot replicate=1.8
O=S(=O)(c1ccccc1)N1CCC(O)(CSc2ccc(Cl)cc2)CC1,x,-2.3%,-5%,-5%,57%*,-1.8%,54%,x,3%,
COCCCNCCOCCOc1c(OC)cccc1OC,i,4.8%,-21%,-4%,3%,2.2%,-16%,0.2%,3%,
CCOC(=O)N1CCC(NS(=O)(=O)c2ccc(NC(C)=O)c(Cl)c2)CC1,i,-4.2%,2%,-1%,25%,0.7%,3%,-1.6%,x,
O=C(O)CCN1CCOCC1,i,1.0%,-3%,11%,-8%,3.3%,27%,-0.2%,-3%,
c1ccc(Cc2cc[n+](Cc3ccccc3)cc2)cc1,i,-4.1%,6%,26%,12%,-1.6%,-12%,-0.1%,2%,
NC(=O)CSc1ncc(-c2ccc([N+](=O)[O-])cc2)[nH]1,i,-2.0%,-4%,-6%,9%,1.3%,-12%,-0.2%,3%,
COCCNC(=O)C1CC(c2ccc([N+](=O)[O-])cc2)=NO1 (configuration not stated),i,-0.7%,10%,6%,21%,1.1%,-12%,-0.1%,-1%,

# Pulled one by one from above (2):
SMILES,Yfh1-depleted yeast,KOR beta-arrestin-1,KOR beta-arrestin-2,AID2073,HEK293 NOD2/NF-kB,HIV fusion peptide,NOD1 inhibition,West Nile virus CPE,Dengue-2 NS5 capping,others
CC1(c2nnc(-c3ccc(Cl)cc3)o2)CC(c2c(Cl)cccc2Cl)=NO1 (configuration not stated),i,1.1%,10%,4%,21%,-0.5%,-1%,-0.1%,-4%,
COc1ccc(CNC(=O)C2CC=CCC2C(=O)O)cc1OC (configuration not stated),i,1.3%,-8%,-8%,-7%,-0.3%,-12%,0.1%,x,

# The main list resumes; the 5 compounds before the break are reprinted first.
SMILES,Yfh1-depleted yeast,KOR beta-arrestin-1,KOR beta-arrestin-2,AID2073,HEK293 NOD2/NF-kB,HIV fusion peptide,NOD1 inhibition,West Nile virus CPE,Dengue-2 NS5 capping,others
CCOC(=O)N1CCC(NS(=O)(=O)c2ccc(NC(C)=O)c(Cl)c2)CC1,i,-4.2%,2%,-1%,25%,0.7%,3%,-1.6%,x,
O=C(O)CCN1CCOCC1,i,1.0%,-3%,11%,-8%,3.3%,27%,-0.2%,-3%,
c1ccc(Cc2cc[n+](Cc3ccccc3)cc2)cc1,i,-4.1%,6%,26%,12%,-1.6%,-12%,-0.1%,2%,
NC(=O)CSc1ncc(-c2ccc([N+](=O)[O-])cc2)[nH]1,i,-2.0%,-4%,-6%,9%,1.3%,-12%,-0.2%,3%,
COCCNC(=O)C1CC(c2ccc([N+](=O)[O-])cc2)=NO1 (configuration not stated),i,-0.7%,10%,6%,21%,1.1%,-12%,-0.1%,-1%,
Cc1[nH]n(-c2ccc(F)cc2)c(=O)c1C=Nc1ccc(S(=O)(=O)N(C)C)cc1,i,0.8%,-44%,u,8%,0.6%,-27%,-0.3%,-4%,
CN(Cc1cnn(-c2ccc(F)cc2)c1)Cc1nc(Cc2ccccc2)no1,i,x,-29%[20 µM],-10%,1%,-0.6%,5%,-1.1%,-8%,
CCS(=O)(=O)Nc1ccc(C2=NN(C(=O)c3ccccc3)C(c3cccs3)C2)cc1 (configuration not stated),x,3.7%,-40%,4%,6%,0.7%,18%,0.7%,1%,
CCOc1nc2ccccc2cc1/C=C/C(=O)O,i,-5.8%,-2%,16%,-4%,0.6%,-40%,0.3%,-5%,
Cc1ccc(C(=O)NCCc2nnc(SCC(=O)Nc3cccc(C(=O)O)c3)n2C)cc1,x,5.1%,-8%,5%,-8%,0.6%,-18%,-0.1%,-3%,
